# From PubChem
# TRPC6 inh = mouse TRPC6 channel inhibitors, primary screen, cell-based, HEK293, membrane potential dye; Short transient receptor potential channel 6 (Mus musculus), Q61143; ACh-evoked depolarization; stronger effect = lower value; B-score at 10 µM; 310,000 compounds, 1.1% hits;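 active means B-score under library mean minus 3 SD, initial fluorescence not abnormally high, positive integrated signal ratio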;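 further: B-score derived from integrated fluorescence ratio over the kinetic read; more negative B-score means stronger inhibition of depolarization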
# SKKanGAS inh = S. pyogenes SKKanGAS growth inhibitors in kanamycin, primary screen, streptokinase expression inhibitor project, SKKanGAS strain, BacTiter-Glo luminescence; 300,000 compounds, 1.3% hits; 6 h; inhibition, % at 7.5 µM; AID 1662, 2009;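 active means mean replicate score, as percent of positive control median, at least 50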;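 further: strain carries kanamycin resistance gene driven by streptokinase promoter and grows in 40 µg/ml kanamycin; loss of luminescence reflects streptokinase promoter inhibition or plain growth inhibition; 0% = median of DMSO wells and 100% = positive control at its reference dose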
# MrgX1 allo act = positive allosteric modulators of MrgX1, primary screen, HEK293 cells, Fluo-4 calcium flux. FDSS; stronger effect = higher value. 310,000 compounds, 0.63% hits. B-score at 10 µM;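 active means plate-corrected calcium response at least 3 library SD above typical, normal starting fluorescence, not activating the receptor alone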;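 further: compound read alongside a low EC10 to EC30 dose of BAM8-22 agonist; peak minus trough fluorescence over baseline measured at the second addition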
# Target sequence (Q96LB2 whole entry, looked up): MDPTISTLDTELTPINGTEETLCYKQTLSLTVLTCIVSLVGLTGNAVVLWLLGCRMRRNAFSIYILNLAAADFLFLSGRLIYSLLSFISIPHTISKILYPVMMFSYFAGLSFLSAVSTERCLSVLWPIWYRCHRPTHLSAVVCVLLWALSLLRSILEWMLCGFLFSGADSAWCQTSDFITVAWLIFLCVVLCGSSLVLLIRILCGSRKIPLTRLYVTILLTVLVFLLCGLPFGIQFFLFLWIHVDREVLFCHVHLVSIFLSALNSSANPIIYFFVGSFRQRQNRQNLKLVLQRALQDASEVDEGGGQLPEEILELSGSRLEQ
# HDAC3 inhib = HDAC3 deacetylase inhibitors, primary screen, biochemical, fluorescence, cell-free homogeneous; Histone deacetylase 3 (Homo sapiens), O15379; recombinant HDAC3, fluorogenic peptide/trypsin coupled; inhibition, % at 8.3 µM; 320,000 compounds, 0.15% hits; in the data active means inhibition above about 26%, passing the limit was not always enough
# Target sequence (O15379 whole entry, looked up): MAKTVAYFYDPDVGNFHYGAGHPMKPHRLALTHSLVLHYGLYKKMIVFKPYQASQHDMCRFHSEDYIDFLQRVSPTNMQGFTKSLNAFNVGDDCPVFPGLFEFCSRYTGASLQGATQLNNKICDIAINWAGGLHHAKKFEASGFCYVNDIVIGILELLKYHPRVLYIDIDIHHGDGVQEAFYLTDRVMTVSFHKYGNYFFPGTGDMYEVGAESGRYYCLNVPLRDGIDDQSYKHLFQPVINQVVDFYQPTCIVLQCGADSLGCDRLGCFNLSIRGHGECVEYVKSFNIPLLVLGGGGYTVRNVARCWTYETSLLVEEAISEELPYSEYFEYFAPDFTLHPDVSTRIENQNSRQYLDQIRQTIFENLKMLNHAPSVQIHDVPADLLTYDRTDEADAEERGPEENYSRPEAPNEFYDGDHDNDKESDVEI
# MrgX1 ag = agonists of human MrgX1 receptor, primary screen, HEK293 cells, Fluo-4 calcium flux | Mas-related G-protein coupled receptor member X1 (Homo sapiens), Q96LB2 | Fluo-4 calcium fluorescence, agonist mode; stronger effect = higher value | B-score at 10 µM | 310,000 compounds, 0.44% hits;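 active means calcium response B-score plate-corrected fluorescence ratio at least 3 library SD, with starting fluorescence B-score inside 5 SD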
#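 Test system: HEK293 cells stably expressing human MrgX1 receptor; Input: fifteen thousand cells per well; Dosing: compound delivered in addition one of three; Schedule: overnight seeding, then 1 h dark dye loading; Technique: Fluo-4 NW calcium fluorescence; Measure: B-scored fluorescence response ratio; Controls: positive and negative controls per plate.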
# MrgX1 antag = antagonists of human MrgX1 receptor, primary screen, HEK293 cells, Fluo-4 calcium flux; BAM8-22 antagonism; stronger effect = lower value; B-score at 10 µM; 310,000 compounds, 1.3% hits;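 active means calcium-response B-score plate-corrected more than 3 library SD below zero, starting fluorescence within 5 deviations, no agonist response on first addition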;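 further: peak minus trough fluorescence over baseline after final BAM8-22 challenge near maximal dose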
# RGS4 block = RGS4 inhibitors, primary screen, cell-based, HEK293 M3R inducible RGS4, calcium flux | Regulator of G-protein signaling 4 (Homo sapiens), P49798 | Fluo-4 calcium flux; stronger effect = higher value; triggered by carbachol at its EC20 | B-score at 10 µM | 310,000 compounds, 0.45% hits;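 active means B-score, a plate-corrected calcium signal, over three deviations above library mean, with baseline fluorescence within five deviations of library mean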;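 further: RGS4 expression induced by doxycycline in cells with stable M3 receptor; B-score is computed from the integrated fluorescence ratio over baseline after carbachol; higher B-score means a larger calcium signal and so more RGS4 inhibition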
# Target sequence (P49798 whole entry, looked up): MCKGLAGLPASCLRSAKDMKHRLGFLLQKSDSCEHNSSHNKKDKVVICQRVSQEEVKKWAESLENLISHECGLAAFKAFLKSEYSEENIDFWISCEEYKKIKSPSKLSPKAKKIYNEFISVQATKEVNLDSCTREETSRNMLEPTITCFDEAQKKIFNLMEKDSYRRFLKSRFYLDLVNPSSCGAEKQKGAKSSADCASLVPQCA
# TRPC6 act = mouse TRPC6 channel activators, primary screen, cell-based, HEK293, membrane potential dye. Short transient receptor potential channel 6 (Mus musculus), Q61143. HEK293-TRPC6 membrane potential dye fluorescence; stronger effect = higher value. B-score at 10 µM. 310,000 compounds, 0.13% hits. AID 2550, 2010;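 active means B-score of the integrated fluorescence ratio above library mean plus 3 SD, and starting fluorescence ratio within library mean plus 5 SD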;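 further: higher score means more depolarization so channel activation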
# TMEM16A inh = TMEM16A chloride channel inhibitors, primary screen, cell-based, HTS; normalized B-score (activity score, 25-100; higher = stronger inhibition) at 10 µM; HEK293 TMEM16A/YFP iodide influx fluorescence, ionomycin; 310,000 compounds, 1.2% hits; Anoctamin-1 (Mus musculus), Q8BHY3;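 active means ratio plate-corrected score three or more library SD toward inhibition, starting fluorescence score within five deviations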;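 further: score derived from kinetic fluorescence span divided by baseline fluorescence per well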
# TMEM16A act = TMEM16A chloride channel activators or potentiators, primary screen, cell-based, HTS; Anoctamin-1 (Mus musculus), Q8BHY3; 340,000 compounds, 0.3% hits; B-score at 10 µM; HEK293 TMEM16A/YFP-H148Q/I152L, iodide quench fluorescence; stronger effect = lower value; AID 623877, 2012;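 active means fluorescence-ratio B-score plate-corrected deviation score at least 3 library SD below zero, with starting fluorescence score within 5 deviations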;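 further: channel opened by trigger with iodide after compound preincubation; score built on the fluorescence ratio of max minus min over baseline; more negative score means more quench and so TMEM16A activation or potentiation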
# RGS4 act = RGS4 potentiators or activators, primary screen, cell-based, HEK293 M3R inducible RGS4, calcium flux | carbachol calcium flux Fluo4; stronger effect = lower value | B-score at 10 µM | 310,000 compounds, 0.92% hits | AID 463111, 2010;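 active means B-score of the integrated calcium signal more than 4 SD below the library mean, with starting fluorescence not abnormally high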;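 further: negative B-score means reduced calcium response which marks RGS4 activation or potentiation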
#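 test system = HEK293 cells with stable M3R and inducible RGS4 | schedule = recording 10 s baseline at 1 Hz, 100 s post-agonist | technique = Fluo4-AM (2 µM) calcium-flux fluorescence, kinetic read | measure = Agonist-evoked peak-minus-minimum fluorescence over baseline, integrated ratio, B score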
# * hit, by the source's call; i = inactive; / = no result given. Rows were taken by chance (roughly 6.7% active in at least one column).
SMILES,TRPC6 inh,SKKanGAS inh,MrgX1 allo act,HDAC3 inhib,MrgX1 ag,MrgX1 antag,RGS4 block,TRPC6 act,TMEM16A inh,TMEM16A act,RGS4 act
Cc1ccc(NC(=O)c2ccccc2NC(=O)CCC(=O)O)cc1,i,-4.1,i,3.1,i,i,i,i,i,i,i
O=C1NC(=O)/C(=C\c2ccc(Cl)nc2)S1,i,11.8,i,5.9,i,i,i,i,i,i,i
COc1cc2[nH]c(C(=O)NCC3CCCO3)cc2c(OC)c1OC (centres undefined),i,-3.5,i,-7.6,i,i,i,i,i,i,i
COc1cccc(CN2CCNC(=O)C2CC(=O)N(C)CCc2ccccn2)c1OC (centres undefined),i,5.4,i,-1.7,i,i,i,i,i,/,i
O=C(OCc1csc(-c2ccccc2)n1)c1ccccc1O,i,49.9*,i,-3.2,i,i,i,i,i,i,i
Cc1ccc(NC(=S)NNC(=O)c2cn(C)nc2C)cc1,i,2.4,i,-2.6,i,i,i,i,i,i,i
Cc1ccc(C)c(CN2C(=O)CSc3ccc(C(=O)N4CCCC4)cc32)c1,i,8.4,i,-1.1,i,i,i,i,i,i,i
O=C(O)[C@@H](c1ccccc1)N1Cc2ccccc2C1=O,i,-2.9,i,-8.3,i,i,i,i,i,i,i
Cn1nc(C(F)(F)F)c2cc(C(=O)Nc3ccc(F)c(Cl)c3)sc21,i,14.2,i,-1.6,i,i,i,i,i,i,i
CN(Cc1ccccn1)Cc1nc(Cc2ccccc2Cl)no1,i,-6.6,i,-1.6,i,i,i,i,i,i,i
Cn1c(=O)c2c(nc(NCCOc3ccc(C(C)(C)C)cc3)n2C)n(C)c1=O,i,0.0,i,-2.6,i,i,i,i,i,i,i
COc1nnc(-c2ccc(N3CCOCC3)c(NC(=O)c3ccco3)c2)c2ccccc12,i,7.5,i,-3.3,i,i,i,i,i,i,i
CC(=O)c1sc(NC(=O)c2cc(-c3ccccc3)nn2-c2ccccc2)nc1C,i,23.1,i,17.8,i,i,i,i,i,i,i
CCC1CCCCN1C(=O)c1cccc(S(=O)(=O)Nc2cc(C(F)(F)F)ccc2Cl)c1 (centres undefined),i,5.3,i,5.3,i,i,i,i,25*,i,i
CCc1nnc(NC(=O)CN2CCN(Cc3ccc(C)cc3)CC2)s1,i,-0.6,i,-1.5,i,i,i,i,i,i,i
Cc1c(C(=O)N2CC(C)OC(C)C2)[nH]c2ccc(Br)cc12 (centres undefined),i,-0.4,i,0.2,i,i,i,i,i,i,i
CCOC(=O)Nc1c(Cl)n(C)c(=O)n(C)c1=O,i,0.3,i,-1.2,i,i,i,i,i,i,i
COc1nccnc1NS(=O)(=O)c1ccc(NC(=S)NC(=O)c2ccc(F)c(F)c2)cc1,i,5.5,i,0.5,i,i,i,i,i,i,i
Cc1ccc(Nc2nc3c([nH]2)c(=O)n(C)c(=O)n3C)cc1,i,20.5,i,3.1,i,i,i,i,i,i,i
Cc1cc(C(=O)c2ccc3ccccc3c2)c(C)o1,i,10.4,i,-0.6,i,i,i,i,i,i,i
CC(C)Cn1c(SCC(=O)N2CCCc3ccccc32)nc2ccccc2c1=O,i,32.2,i,8.2,i,i,i,i,i,/,i
O=C(CCCN=C1NS(=O)(=O)c2ccccc21)OCc1cc([N+](=O)[O-])cc2c1OCOC2,i,-3.4,i,4.7,i,i,i,i,i,i,i
O=[N+]([O-])c1ccccc1N/N=C/c1ccccc1,i,-7.0,i,4.5,i,i,i,i,i,i,i
O=C(COc1ccccc1)N=C1SC2CS(=O)(=O)CC2N1Cc1ccccc1 (centres undefined),i,-0.8,i,-3.1,i,i,i,i,i,i,i
O=C(c1cccs1)[C@@H]1[C@@H]2C(=O)N(Cc3ccc4c(c3)OCO4)C(=O)[C@@H]2C2c3ccccc3C=CN21 (some centres undefined),i,5.7,i,4.4,i,i,i,i,i,/,i
O=C(c1cccc2ccccc12)C1CCCN(C(=O)CCc2cnccn2)C1 (centres undefined),i,-4.6,i,-2.1,i,i,i,i,i,i,i
Cc1ccc2[nH]c(=O)c(CN(CC3CCCO3)S(=O)(=O)c3cccc4nsnc34)cc2c1 (centres undefined),i,0.6,i,/,i,i,i,i,i,i,i
Cc1ccc(C)c(Nc2nc3c(S(=O)(=O)c4ccccc4)nnn3c3ccccc23)c1,i,28.4,i,-5.3,i,i,i,i,i,i,i
c1ccc(Cc2nc(-c3ccccn3)no2)cc1,i,-3.5,i,10.1,i,i,i,i,i,i,i
C=C(C)CSc1nc(C)c(Cc2ccccc2)c(=O)[nH]1,i,8.5,i,/,i,-6.74*,i,i,i,i,i
Oc1ccc(O)c(/C(=N/Nc2ccccc2)c2ccccc2)c1,i,1.1,i,2.5,i,i,i,i,i,/,i
C=CCNC(=O)c1ccccc1NS(=O)(=O)c1ccc(SC)cc1,i,-2.8,i,3.6,i,i,i,i,i,i,i
CCOC(=O)C(Oc1ccc2c(-c3ccccc3)cc(=O)oc2c1C)c1ccccc1 (centres undefined),i,4.0,i,-9.8,i,i,i,i,i,i,i
O=C(CN1C(=O)NC2(CCCC2)C1=O)OCc1ccc(F)cc1,i,5.1,i,-0.2,i,i,i,i,i,i,i
COC(=O)C1=CNC=C(C(=O)OC)C1c1cccc2ccccc12,i,0.3,i,-7.6,i,i,i,i,i,i,i
CCc1ccc(NC(=O)CSc2nc(NS(=O)(=O)c3ccccc3)cc(=O)[nH]2)cc1,i,-2.0,/,/,/,/,i,i,/,i,i
Cc1cccc(Oc2nccc(C(F)(F)F)c2C(=O)Nc2ccc(F)cc2F)c1,i,4.3,i,12.4,i,i,i,i,i,i,i
COc1ccc(OC)c(C2CC(=O)OC3=C2C(=O)CC(C)(C)C3)c1 (centres undefined),i,0.5,i,2.0,i,i,i,i,i,i,i
Cc1[nH]c2ccccc2c1CCNC(=O)c1ccc2nccnc2c1,i,-1.5,i,-0.3,i,i,i,i,i,i,i
CCCCOc1ccc(C(=O)NCC(=O)NCC(=O)OCC)cc1,i,-3.9,i,-1.0,i,i,i,i,i,i,i
O=C(CN1C(=O)c2ccccc2C1=O)Nc1sc2c(c1C(=O)NCC1CCCO1)CCC2 (centres undefined),i,-3.8,i,/,i,i,i,i,i,i,i
FC(F)(F)c1cccc(Nc2nc(N3CCOCC3)nc(N3CCOCC3)n2)c1,i,16.3,i,12.7,i,i,i,i,i,i,i
CCC(C(=O)N1CCCCCC1)n1nc(C)n2c(cc3occc32)c1=O (centres undefined),i,-4.9,i,0.4,i,i,i,i,i,i,i
O=C(C1=C[C@H](C2CC2)C[C@H](OCCCCO)O1)N1CCN(Cc2ccccc2)CC1,i,-4.6,i,-1.1,i,i,i,i,i,i,i
CCCCn1c(N)c(N(CC(C)C)C(=O)c2ccc(N3C(=O)c4ccccc4C3=O)cc2)c(=O)[nH]c1=O,i,-1.1,i,4.1,i,i,i,i,i,i,i
COc1ccc(OC)c(/C=N/c2oc(-c3ccco3)c(-c3ccco3)c2C#N)c1,i,-5.4,i,0.7,i,i,i,i,i,i,i
Cc1cc(=O)[nH]c(SCC(=O)c2ccc(O)c(O)c2)n1,i,-1.8,i,2.6,i,i,i,i,i,i,i
COc1ccccc1N1CCN(C(=O)CSc2nc(C)cc(=O)[nH]2)CC1,-6.88*,-5.8,i,-2.2,i,i,i,i,i,i,i
CC1(C)Cc2ccccc2C(=NC(Cc2c[nH]c3ccccc23)C(=O)O)N1 (centres undefined),i,-15.6,i,-1.9,i,i,i,i,i,i,i
CC(C)n1c(C(F)(F)F)nc2cc(C(=O)N3CCCCC3)ccc21,i,11.8,i,-2.1,i,i,i,i,i,i,i
# (cont.)
SMILES,TRPC6 inh,SKKanGAS inh,MrgX1 allo act,HDAC3 inhib,MrgX1 ag,MrgX1 antag,RGS4 block,TRPC6 act,TMEM16A inh,TMEM16A act,RGS4 act
CCOC(=O)Cc1nnc(NC(=O)CSc2nnc3c4ccccc4n(C)c3n2)s1,i,10.9,i,-3.2,i,i,i,i,i,i,i
CC1=C(C(=O)OCc2ccccc2)C(c2ccccc2)NC(=O)N1 (centres undefined),i,-0.6,i,-9.0,i,i,i,i,i,i,i
Cc1ccc2nc(-c3ccc(NC(=O)C(C)N4C(=O)c5ccccc5C4=O)cc3)sc2c1 (centres undefined),i,5.7,i,-12.3,i,i,i,i,i,i,i
COC(=O)c1ccc(/C=N/OCC(=O)NCCc2ccc(OC)c(OC)c2)cc1,i,-3.2,i,4.9,i,i,i,i,i,i,i
O=C(c1cc(COc2c(F)cccc2F)on1)N1CCC(c2ccncc2)CC1,i,-5.1,i,-1.2,i,i,i,i,25*,i,i
CCOC(=O)c1cnc(=O)[nH]c1C,i,2.6,i,-4.0,i,i,i,i,i,/,i
O=C1C(C=NC2CC2)=C(O)c2ccccc21,i,-3.3,i,4.6,i,i,i,i,i,i,i
O=C(NN1C(=O)c2ccccc2NC1c1ccccc1OCc1ccccc1)c1ccncc1 (centres undefined),i,-6.8,i,1.5,i,i,i,i,i,i,i
O=C(Nc1ccccc1)c1cnc[nH]1,i,-0.5,i,-2.4,i,i,i,i,i,i,i
CN(C)N=C1c2cc(S(=O)(=O)N3CCOCC3)ccc2-c2ccc(S(=O)(=O)N3CCOCC3)cc21,i,5.6,i,4.4,i,i,i,i,i,i,i
Cc1nc(=O)c(-c2ccccc2)c(C)n1Cc1ccccc1,i,-8.3,i,2.0,i,i,i,i,i,i,i
COc1cccc(C(=O)C2CCCN(Cc3cn(C)nc3-c3ccccc3)C2)c1 (centres undefined),i,0.4,i,2.9,i,i,i,i,i,i,i
COc1ccc(NC(=O)CSc2nnnn2C2CCCC2)c(OC)c1,i,14.4,/,/,/,/,i,i,/,i,i
COc1cc(/C=N/NC(=O)c2ccccn2)ccc1OC(=O)c1ccccc1Br,i,19.1,i,2.4,i,i,i,i,i,i,-8.12*
COc1ccc(C(=O)Nc2ccc3c(c2)nc(CN2CCCC2)n3C)cc1,i,-5.9,i,0.9,i,i,i,i,i,i,i
